L3MBTL1 block: L3MBTL1 (human) inhibition; AlphaScreen L3MBTL1–H3K9me1 peptide binding; Potency, µM (series often up to 57.1 µM), inactives show at the top dose activity, negative = inhibition, actives largely listed as inhibitors; 0.66% of 230,000 active; AID 485360; active = well fitted inhibition curve with a large enough effect; inconclusive = small, poorly fitted or top-dose-only effect; inactive = no such curve, though single readings can be large or run the other way; also: nearly all actives have a fitted effect of over 60% in size
Target sequence (Q9Y468 whole entry, looked up): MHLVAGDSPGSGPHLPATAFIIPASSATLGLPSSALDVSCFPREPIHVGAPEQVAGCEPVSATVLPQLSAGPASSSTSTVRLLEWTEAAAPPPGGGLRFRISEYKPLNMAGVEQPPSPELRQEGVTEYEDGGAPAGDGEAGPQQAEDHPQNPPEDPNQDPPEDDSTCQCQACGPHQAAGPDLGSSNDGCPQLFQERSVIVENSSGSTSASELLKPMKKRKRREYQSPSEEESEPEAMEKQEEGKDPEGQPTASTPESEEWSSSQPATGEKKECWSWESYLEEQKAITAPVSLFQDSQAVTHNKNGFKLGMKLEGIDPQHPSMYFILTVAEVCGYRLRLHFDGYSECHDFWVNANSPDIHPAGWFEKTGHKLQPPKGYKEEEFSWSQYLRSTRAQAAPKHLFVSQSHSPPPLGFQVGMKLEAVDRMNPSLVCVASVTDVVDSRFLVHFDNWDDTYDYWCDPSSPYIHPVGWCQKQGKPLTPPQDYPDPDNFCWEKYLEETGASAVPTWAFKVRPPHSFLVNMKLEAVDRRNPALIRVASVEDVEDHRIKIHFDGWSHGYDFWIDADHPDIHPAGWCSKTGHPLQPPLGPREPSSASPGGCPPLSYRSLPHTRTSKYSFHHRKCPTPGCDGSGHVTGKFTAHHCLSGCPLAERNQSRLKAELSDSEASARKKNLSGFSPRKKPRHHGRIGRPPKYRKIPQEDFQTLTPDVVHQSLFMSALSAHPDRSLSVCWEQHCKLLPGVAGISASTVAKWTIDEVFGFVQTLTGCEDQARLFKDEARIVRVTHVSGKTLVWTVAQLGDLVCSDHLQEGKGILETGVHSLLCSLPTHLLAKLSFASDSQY
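L3MBTL1 50 nM + b-AHA-H3(1-15)K9me1 75 nM, 30 min RT; compound added, 30 min RT; streptavidin donor/Ni-chelate acceptor beads 10 ug/mL each final, 30 min RT dark; AlphaScreen read.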
* hit, by the source's call; ? = inconclusive; [ ] = remark or other dose. % is scaled to controls: 0 for no effect and ±100 for the full control effect; potency is read from the fitted curve at half-maximal effect. Only part of the results is shown. The share of hits here may be higher or lower than overall.

SMILES	L3MBTL1 block
COc1cccc(/C=C/C(=O)OCC(=O)NC(=O)NC2CCCCC2)c1	6%
CCOc1ccc(-c2csc3nc[nH]c(=O)c23)cc1	-3%
Cc1noc(C)c1S(=O)(=O)N1CCN(c2ccccc2Cl)CC1	9%
Cc1ccc(C)c(NC(=O)C2COc3ccccc3O2)c1 (stereo not drawn)	7%
CC(=O)N(Cc1cccc(Br)c1)c1ccc(N2CCOCC2)c(Cl)c1	3%[2.29 µM]
NC(=O)CSc1nnc(COc2ccc3ccccc3c2)o1	0%
Cc1ccc(C(=O)N(C)CC(=O)Nc2ccc(Cl)c(C(F)(F)F)c2)cc1S(=O)(=O)N1CCCCC1	-2%
COCCNC(=O)c1onc(CSc2nc3ccccc3[nH]2)c1C(=O)NCCOC	9%
O=C(OCC(=O)c1ccc[nH]1)c1ccc(Cl)nc1	-23%
CC(C)(C)NC(=O)CC1C[C@H](C(=O)N2CCOCC2)[C@@]2(C)c3[nH]c4ccccc4c3CCN2C1=O (stereo partly drawn)	-1%
Cc1ccc2c(c1)N(CC(=O)Nc1ncccc1C)C(=O)C(C(C)C)O2 (stereo not drawn)	6%
CC(Sc1nnnn1-c1ccc(O)cc1)C(=O)NNC(=O)c1ccc(F)cc1 (stereo not drawn)	8%
CCCCCN(C(=O)CCC(=O)OCC(=O)NC1CCC(C)CC1)c1c(N)n(CCCC)c(=O)[nH]c1=O (stereo not drawn)	-1%
Cn1nc(C(=O)Nc2ccc(Br)cc2)cc1C(=O)Nc1ccc(Br)cc1	6%
C[C@H](CO)N1C[C@H](C)[C@H](CN(C)S(C)(=O)=O)Oc2c(cccc2N(C)C)C1=O	-2%
O=C(Nn1cnnc1)c1ccc(Cl)cc1[N+](=O)[O-]	2%[2.29 µM]
O=[N+]([O-])c1ccc2c(c1)nc(CO)n2Cc1ccccc1	4%
Cc1ccc(CNS(=O)(=O)CCNC(=O)c2ccc3c(c2)OCO3)cc1	2%
CCN(CC)C(=O)CSc1nc2sc3c(c2c(=O)n1CCCOC)CCC3	-7%[2.29 µM]
Cc1ccc(NC(=O)C2CCCCC2)cc1C	16%
COc1ccc(OCCCN2CCc3ccccc3C2)cc1	-2%
CN1C(=O)[C@H]2[C@@H](C3CC3)N3C(=O)CN(CCO)C(=O)[C@@]3(Cc3ccccc3)[C@H]2C1=O	-5%
COc1ccccc1C(=O)NCCC(=O)N(C)CC(=O)Nc1ccc(N2CCOCC2)cc1	5%
CCOC(=O)c1c(N2CCN(c3ccccc3)CC2)cc(C)nc1C	-3%
Cn1cnc2cc(NCc3ccc(Cl)cc3)ccc21	-13%
Next part:
SMILES	L3MBTL1 block
CCC(C(=O)OCC(=O)NC(=O)c1ccccc1)c1ccccc1 (stereo not drawn)	7%
O=C(NNC(=O)c1ccccc1[N+](=O)[O-])c1csc(N2CCOCC2)n1	13%
COc1cc2nc(-c3ccccc3C)oc(=O)c2cc1OC	-3%
CN1C(=O)N(CC(=O)NCc2ccc(Cl)cc2Cl)C(=O)C12CCCCC2	1%
Cc1nc2ccccc2n1CCOc1ccc(F)cc1	0%
Cc1ccc(S(=O)(=O)Nc2cccc(C(=O)NCCCN3CCOCC3)c2)cc1F	-3%
CC(OC(=O)/C=C/c1cccs1)C(=O)Nc1ccc(C(N)=O)cc1 (stereo not drawn)	0%
COc1ccc(C(=O)N/N=C/c2ccc(N3CCOCC3)s2)cc1OC	-1%
CC(C)c1ccc(NC(=O)COC(=O)C2CC3C=CC2C3)cc1 (stereo not drawn)	9%
Cc1ccc(OCC(=O)OC(C)CN2CCCCC2)cc1 (stereo not drawn)	2%
COc1ccc([C@H]2CC(=O)C=C(c3cccc(OC)c3OC)C2)cc1OC	-10%
COc1ccc(NC(=O)C2COc3ccccc3O2)cc1S(=O)(=O)N1CCOCC1 (stereo not drawn)	-3%
CC(=O)OCCN(CCCn1c(-c2ccncc2)nc2ccccc21)c1nc(CN2CCCCC2)cs1	-7%
COc1ccc(CCNC(=O)c2cc(S(=O)(=O)N3CCCC3)cn2C)cc1OC	9%
O=C(COC(=O)CNC(=O)c1ccc(F)cc1)NC1CCCc2ccccc21 (stereo not drawn)	-4%
COc1cc(CN2CCCCCC2)c([N+](=O)[O-])cc1OC	3%
CCCCCCSc1ccc(-c2nc3ccc(Cl)cn3c2NC2CCCCC2)cc1	11%
C=CCNC(=O)CN(Cc1ccccc1)S(=O)(=O)c1ccccc1	-1%
CCCCN(C(=O)CC1CCCC1)c1c(N)n(CC(C)C)c(=O)[nH]c1=O	-2%
O=C(c1cc(F)c(F)cc1Cl)N1CCN(CCc2ccccc2)CC1	-5%
NC(=O)c1ccsc1NC(=O)CSc1n[nH]c(N)n1	1%
COc1ccccc1COC(=O)c1ccc(S(=O)(=O)N2CCOCC2)cc1	14%
Cc1cc(C)n(CC(=O)NC2CCCCC2C)c(=O)c1C#N (stereo not drawn)	3%
O=C1CCCN1C(=O)COc1cc(F)ccc1[N+](=O)[O-]	3%
CCOCc1c(C(=O)OCC(=O)NCc2ccc(F)cc2)oc2ccccc12	0%
Remaining list, next part.
SMILES	L3MBTL1 block
CCCCCCCN1CCC(=O)N([C@H](CO)CC(C)C)CC1	-4%
COc1ccc(NC(=O)COc2ccc(-c3ccccc3)cc2)cc1	5%
CCCC#Cc1ccc2c(c1)COc1c3ccccc3nn1-2	3%
CC(C(=O)NC(=O)NC1CCCCC1)N1CCN(c2ccc(O)cc2)CC1 (stereo not drawn)	-4%
COC(=O)c1ccc(NC(=O)c2ccc3c(c2)C(=O)N(C)C3=O)cc1	6%
O=C(CCC(=O)N1CCOc2ccccc21)N1CCN(c2ccccc2)CC1	-6%
S=C(N/N=C/c1ccc(Br)cc1)N1CCCCC1	?
C[C@@H](NC(=O)Cn1cnc2c(OCc3ccccc3)ncnc21)c1cccc2ccccc12	6%
COc1cc(OC)cc(C(=O)NC(C(=O)NCc2ccccn2)C(C)C)c1 (stereo not drawn)	-6%
COc1ccc(S(=O)(=O)N2CCC3(CC2)OCCN3S(=O)(=O)c2ccc(OC)cc2)cc1	3%
O=C(C[C@H]1C/C=C\C[C@@H](Cc2ccc(F)cc2)C(=O)O[C@H](c2ccccc2)CNC1=O)N[C@@H](CO)Cc1ccccc1	14%
CCCOC(=O)N[C@@H]1C(=O)N2C(C(=O)OCCC)=C(C)CS[C@H]12	5%
COc1ccccc1NC(=O)CSc1nnc2ccccn12	3%
CCCCn1c(N)c(N(CC(C)C)C(=O)CSC(C)C(=O)Nc2cc(C)on2)c(=O)[nH]c1=O (stereo not drawn)	6%
N#C/C(=C\c1ccc(O)c(Br)c1)C(=O)N1CCCCC1	0%
O=C(CCC(=O)c1cccs1)OCc1ccc([N+](=O)[O-])cc1	-1%
Cc1oc2ccc(O)cc2c1C(=O)c1ccccc1	-3%
Fc1ccc(-c2ccc(CNCc3ccccn3)o2)cc1	-20%
Cc1ccc(NC(=O)CCCNC(=O)c2ccc(Cl)cc2)cc1S(=O)(=O)N1CCOCC1	3%
O=C(Oc1ccc(C(=S)N2CCOCC2)cc1)c1ccc(F)cc1	7%
C=CC[C@@H](CC(=O)N[C@@H](CO)Cc1ccccc1)C(=O)N[C@H](COC(=O)[C@@H](CC=C)Cc1ccc(F)cc1)Cc1ccccc1	4%
C=CCn1c(COc2ccc(OC)cc2)nnc1SC(C)C(=O)NC1CC1 (stereo not drawn)	3%
C[C@H](CO)N1C[C@H](C)[C@@H](CN(C)CC2CC2)Oc2c(NS(=O)(=O)c3ccc(F)cc3)cccc2C1=O	5%
Nc1c(C(=O)CSc2nncn2-c2ccccc2)c(=O)[nH]c(=O)n1C1CC1	-2%
CCCN(C(=O)COC(=O)CCOc1ccccc1)c1c(N)n(Cc2ccccc2)c(=O)[nH]c1=O	0%
(continued)
SMILES	L3MBTL1 block
COc1ccccc1CN1CCCC(CNC(=O)c2cccc3ccccc23)C1 (stereo not drawn)	0%
Cc1ccc2nc(SCC(=O)NCc3ccccc3)nc(=O)n2c1	-17%
Cc1ccc(S(=O)(=O)N2CCN(c3ncnc4ccccc34)CC2)cc1	0%
Cc1ccc(C)c(-c2nnc(NC(=O)c3ccc([N+](=O)[O-])o3)o2)c1	8%
CC(OC(=O)c1cc(=O)[nH]c2ccccc12)C(=O)Nc1ccccc1F (stereo not drawn)	4%
CCOC(=O)c1oc2ccccc2c1COC(=O)CNC(=O)c1ccccc1OC	-1%
Cc1ccc(C2(C)NC(=O)N(CC(=O)N3CCc4ccccc43)C2=O)cc1 (stereo not drawn)	1%
CC1CC(=O)Nc2ccccc2N1C(=O)CSc1ccc2ccccc2n1 (stereo not drawn)	2%
O=C(Cn1cnc2c(NCc3ccccc3)ncnc21)NCc1ccccn1	8%
Cc1cc(C(=O)Nc2ccc([N+](=O)[O-])cn2)cs1	-2%
Cc1noc(C)c1S(=O)(=O)Nc1ccc2c(c1)C(=O)N([C@H](C)CO)C[C@H](C)[C@@H](CN(C)C(=O)Nc1ccc3c(c1)OCO3)O2	6%
O=C(COC(=O)c1cc(S(=O)(=O)N2CCCCC2)ccc1Cl)NC1CCS(=O)(=O)C1 (stereo not drawn)	-6%
Cc1ccc(C)c(NC(=O)CN(C)C(=O)c2ccccc2OCc2c(C)noc2C)c1	0%
O=C(NCc1ccccc1)c1ccc(NS(=O)(=O)c2cccs2)cc1	-8%
CC(C(=O)NCC(=O)Nc1ccc(F)c(F)c1F)N1CCN(c2ccc(O)cc2)CC1 (stereo not drawn)	-8%
CSCCC(NC(=O)c1ccccc1)C(=O)N1CCN(C(C)=O)CC1 (stereo not drawn)	-1%
CCCc1cc(=O)[nH]c2nnc(SCC(=O)Nc3ccc(C(C)=O)cc3)n12	-1%
CCCCNC(=O)c1c(CSc2ccc(Cl)cc2)noc1C(=O)NCCC	40%[activator]
O=C(Cc1coc2cc(O)ccc12)NNC(=O)c1ccc(Br)s1	-10%
O=C(CNC(=O)C1CCCCC1)OCC(=O)c1cccc(Cl)c1	-11%
CC(NS(=O)(=O)c1ccc(Cl)cc1)C(=O)OCC(=O)Nc1ccc(N(C)C)cc1 (stereo not drawn)	-1%
Cc1cc(C)c(NC(=O)CN(C)C(=O)CNC(=O)c2cccs2)c(C)c1	-1%
CCOC(=O)C1CCN(C(=O)c2cc(CN3C(=O)c4ccccc4C3=O)ccc2OCC)CC1	7%
O=C(COC(=O)Cc1ccc(F)cc1)NC1CCS(=O)(=O)C1 (stereo not drawn)	5%
CCOC(=O)C1CCCN(S(=O)(=O)c2cc3c4c(c2)CCC(=O)N4CCC3)C1 (stereo not drawn)	7%

Reformatted as labelled records: entries from further up.
> Nc1c(C(=O)CSc2nncn2-c2ccccc2)c(=O)[nH]c(=O)n1C1CC1
  L3MBTL1 block = -2%

> CCCN(C(=O)COC(=O)CCOc1ccccc1)c1c(N)n(Cc2ccccc2)c(=O)[nH]c1=O
  L3MBTL1 block = 0%

The list continues.
SMILES	L3MBTL1 block
CC(C)C[C@H](N)C(=O)N1CCC(C(=O)N[C@H](C(=O)NCc2ccc(F)cc2)C(C)C)CC1	5%
CS(=O)(=O)N(CC(=O)N1CCCCC1)Cc1ccccc1	16%
COc1ccc(C2=NOC(Cn3nc(C(=O)NCc4ccc(OC(F)(F)F)cc4)cc3-c3ccccc3)C2)cc1 (stereo not drawn)	4%
O=C(COc1cc(O)c2c(=O)cc(-c3ccccc3)oc2c1)c1cccc([N+](=O)[O-])c1	-4%
COc1ccc(Nc2nc3ccccc3n2C)cc1	-3%
COc1ccc2[nH]c3c(c2c1)CCN1C(=O)C(CC(=O)NCc2cccc(C(F)(F)F)c2)C[C@H](C(=O)N2CCCCC2)[C@@]31C (stereo partly drawn)	-3%
CC(C)CN(C(=O)COC(=O)CSc1ccccc1F)c1c(N)n(Cc2ccccc2)c(=O)[nH]c1=O	-10%
CCC(C)(C)C1CCc2[nH]nc(C(=O)NCc3ccccn3)c2C1 (stereo not drawn)	1%
CC1(c2ccccc2)ON(c2ccccc2C(F)(F)F)C1=O (stereo not drawn)	8%
COc1ccc([C@@H]2CC=C(C(=O)O)[C@H](c3ccc(Cl)cc3)N2S(=O)(=O)c2ccc(C)cc2)cc1OC	10%
CC(=O)c1cccc(NC(=O)C2CC(=O)N(c3ccc4c(c3)OCCO4)C2)c1 (stereo not drawn)	-3%
Cc1ccc2ccc[n+](Cc3ccccc3)c2c1	8%
O=C1CN(C(=O)COC(=O)c2ccc(Cl)cc2)c2ccccc2N1	-1%
CCc1cccc(OCC(O)Cn2c(N3CCCCC3)nc3c2c(=O)[nH]c(=O)n3C)c1 (stereo not drawn)	6%
COc1ccc(NC(C)=O)cc1CNC(=O)COc1ccccc1C(=O)Nc1cccc(C)c1C	0%[2.29 µM]
CC1(c2ccccc2)NC(=O)N(CC(=O)Nc2nc(-c3ccccn3)cs2)C1=O (stereo not drawn)	-17%

By substructure: the entries above containing an aryl thioether with sulfur outside any ring.
SMILES	L3MBTL1 block
NC(=O)CSc1nnc(COc2ccc3ccccc3c2)o1	0%
COCCNC(=O)c1onc(CSc2nc3ccccc3[nH]2)c1C(=O)NCCOC	9%
CC(Sc1nnnn1-c1ccc(O)cc1)C(=O)NNC(=O)c1ccc(F)cc1 (stereo not drawn)	8%
CCN(CC)C(=O)CSc1nc2sc3c(c2c(=O)n1CCCOC)CCC3	-7%[2.29 µM]
CCCCCCSc1ccc(-c2nc3ccc(Cl)cn3c2NC2CCCCC2)cc1	11%
NC(=O)c1ccsc1NC(=O)CSc1n[nH]c(N)n1	1%
COc1ccccc1NC(=O)CSc1nnc2ccccn12	3%
C=CCn1c(COc2ccc(OC)cc2)nnc1SC(C)C(=O)NC1CC1 (stereo not drawn)	3%
Nc1c(C(=O)CSc2nncn2-c2ccccc2)c(=O)[nH]c(=O)n1C1CC1	-2%
Cc1ccc2nc(SCC(=O)NCc3ccccc3)nc(=O)n2c1	-17%
CC1CC(=O)Nc2ccccc2N1C(=O)CSc1ccc2ccccc2n1 (stereo not drawn)	2%
CCCc1cc(=O)[nH]c2nnc(SCC(=O)Nc3ccc(C(C)=O)cc3)n12	-1%
CCCCNC(=O)c1c(CSc2ccc(Cl)cc2)noc1C(=O)NCCC	40%[activator]
CC(C)CN(C(=O)COC(=O)CSc1ccccc1F)c1c(N)n(Cc2ccccc2)c(=O)[nH]c1=O	-10%

Source: PubChem BioAssay
